# CCT modulator = changes cytosolic chaperonin activity; purified chaperonin ATPase assay, HTRF ADP detection, 30 min; activity change, % (concentration not given with the values), hits read low; 360,000 compounds, 0.3% hits; AID 651819; in the data active means activity change below about -30%; further: on the % scale 0 is the no-effect control and ±100 the full control effect
#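 First, chaperonin was dispensed at 40 nM or 20 nM final depending on batch activity. Next, compounds were pinned at 76 uM and ATP added at 10 uM. After 30 min at 37 °C, ADP detection reagents ran 30 min at ambient temperature.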
# A549 viability = kills or reduces viability of A549 cells in Nrf2 counter-screen; 390,000 compounds, 0.16% hits; AID 504648; A549 ARE-Fluc cells, CellTiter-Fluor viability, 18-24 h; Potency, µM (highest dose often 46 µM), for the others: at the top dose activity change, negative = cytotoxicity, usual class: inhibitors; further: potency means the concentration at half of the fitted maximal effect; on the % scale 0 is the no-effect control and ±100 the full control effect
#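 A549 ARE_Fluc cells in 5% FBS OPTI-MEM were exposed to compounds in concentration-response for 18-24 h at 37 deg C. Viability was read by CellTiter-Fluor fluorescence (Ex 405/Em 525) after 30 min, before the luciferase read.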
# TGFb inhibitor = inhibitors of TGF-b signaling. 410,000 compounds, 1.2% hits. HepG2 CAGA-GFP TGF-b/SMAD3 reporter, GFP fluorescence, 18 h; TGF-beta stimulated, 500 pg/mL final. Potency, µM (titrated, usually from 46.1 µM), for inactives: at the top dose activity, negative = inhibition, most hits filed as inhibitors; further: potency means the concentration at half of the fitted maximal effect; on the % scale 0 is the no-effect control and ±100 the full control effect; nearly all actives have a fitted effect of over 65% in size
#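 TGF-beta reporter screen: HEPG2 CAGA-GFP, 1% FBS, 500 pg/mL TGF-beta final, 18 h; per-cell GFP summed per well; curves fitted and categorized by class.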
# Mm-Cpn inhibitor = M. maripaludis TRiC chaperonin inhibition. purified Mm-Cpn ATPase, ADP Transcreener TR-FRET. 330,000 compounds, 0.031% hits. Potency, µM (doses to about 76.9 µM), inactives show at the highest dose activity, negative = inhibition, usual class: inhibitors; further: potency means the concentration at half of the fitted maximal effect; on the % scale 0 is the no-effect control and ±100 the full control effect; nearly all actives have a fitted effect of over 80% in size
#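 ATP (10 uM final) was added to archaeal chaperonin (25 nM final) after 10 min exposure to test compound at 37°C; after 30 min further incubation, ADP was detected by competitive TR-FRET.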
# Nrf2 block = inhibitors of Nrf2 signaling; Potency, µM (doses to about 46 µM), inactives show at the highest dose activity change, negative = inhibition, usual class: inhibitors; 360,000 compounds, 2.1% hits; A549 ARE-Fluc reporter, luciferase luminescence, 18-24 h; further: potency means the concentration at half of the fitted maximal effect; on the % scale 0 is the no-effect control and ±100 the full control effect; nearly all actives have a fitted effect of over 60% in size
#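 Nrf2 function is reported as luminescence of an ARE-controlled luciferase in A549 cells. Compounds were tested at several concentrations, and a CellTiter-Fluor read on the same wells flagged cytotoxicity.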
# HepG2 viability = HepG2 cytotoxicity, counter-screen for TGF-b inhibitors; HepG2 CAGA-GFP viability, ATP luminescence, 18 h; Potency, µM (series often up to 46.1 µM), without a hit: at the highest dose activity change, negative = cytotoxicity, most hits filed as cytotoxic; 410,000 compounds, 0.76% hits; further: potency means the concentration at half of the fitted maximal effect; some results filed as inactive show a strong effect at the top dose
#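 HepG2 CAGA-GFP cells (1000/well, DMEM with 1% FBS) received compound, then TGF-beta at 500 pg/mL final, and were incubated 18 hours at 37 degrees C. Viability was read by CellTiter-Glo luminescence. Media-only wells were set as complete cell-killing and DMSO as no toxicity.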
# S2 tox = cell viability loss in ATXN counter-screen. Potency, µM (titrated, usually from 56.7 µM), actives largely listed as cytotoxic. 400,000 compounds, 0.49% hits. S2 cells (HEK-293 line with an ATXN2-luciferase reporter) viability, CellTiter-Fluor protease fluorescence, 24 h. AID 651635; further: potency means the concentration at half of the fitted maximal effect; nearly all actives have a fitted effect of over 40% in size
# pAkt inh = blocks phosphorylation of Akt; Neuro2A IGF-stimulated pAkt S473 HTRF, 20 min; stronger effect = lower value; activity change, % for hits at 50 µM; 360,000 compounds, 0.32% hits; AID 651550; in the data active means activity change below about -80%; inconclusive means mostly about -51% to -80%; further: on the % scale 0 is the no-effect control and ±100 the full control effect
#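 Neuro2A cells (4,500/well, DMEM with 0.5% FBS) were treated with compound at a single 50 µM final concentration, stimulated with 6 nM IGF for 20 min at 37 °C, and lysed. Phospho-Akt Ser473 was read by HTRF as 665/615 ratio ×10^4.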
# Nrf2 ARE act = activators of Nrf2 (ARE) signaling | Potency, µM (top dose mostly 46.1 µM), for the others: at the highest dose activation, actives largely listed as activators | 410,000 compounds, 0.31% hits | AREc32 ARE-luciferase reporter (MCF7-derived line), luminescence, 24 h; further: potency means the concentration at half of the fitted maximal effect; % of control where 0% means no effect; nearly all actives have a fitted effect of over 65% in size
#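 ARE activation measured as luciferase luminescence (Steady-Glo, 30 min RT) in AREc32_Fluc cells after 24 hr compound exposure at 37 deg C, 5% CO2; cells seeded overnight at 1000/well in OPTI-MEM, 5% FBS.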
# * = called active by the depositor; i = inactive; ? = inconclusive; . = no result given; & = joins results of further samples; [ ] = another dose, or the depositor's remark. Unless noted, the call rests on the fitted dose curve; in most records, active means well fitted curve in the direction sought with a large enough effect; inconclusive means small, poorly fitted or top-dose-only effect, or another doubt; inactive means no such curve, though single readings can be large; an effect the other way counts as inactive or inconclusive.
SMILES,CCT modulator,A549 viability,TGFb inhibitor,Mm-Cpn inhibitor,Nrf2 block,HepG2 viability,S2 tox,pAkt inh,Nrf2 ARE act
CCOC(=O)C1=C(C)Nc2ccccc2N=C1NC(=O)c1oc2ccccc2c1COC,-5.9,0%,?,-1%,-6%,-23%,i,i,0.5%
CCOC(=O)c1c(-c2ccsc2)csc1N,-1.1,6%,2%,-5%,-12%,-26%,i,i,4.0%
COc1ccc(NC(=O)C(C)SCc2ccccc2)cc1 (stereo unspecified),-0.8,1%,-9%,-6%,4%,14%,?,i,4.8%
COc1cc2cc(CNc3ccc(C)cc3)c(=O)n(CC(=O)Nc3ccc(C(C)C)cc3)c2cc1OC,.,-5%,-7%,.,65%,-7%,i,.,7.9%
Cc1cc(C)cc(OCC(=O)N2N=C(c3cccnc3)CC2(O)C(F)(F)F)c1 (stereo unspecified),-0.5,-9%,?,2%,23µM*,-35%,i,i,-0.1%[9.22 µM]
COc1cc(O)c(C(CCN2CCN(c3ccccc3)CC2)c2ccc3c(c2)OCO3)c(OC)c1 (stereo unspecified),-0.4,-7%&-17%,?,0%,5%&23%,-12%&-12%,i,i,8.5%
O=C(Nc1ccc(Cl)cn1)C1COc2ccccc2O1 (stereo unspecified),-2.2,16%,-14%,?,?,0%,i,i,14%
O=C(Nc1nnc(SCCN2CCOCC2)s1)C1CC(=O)N(c2ccc(F)cc2)C1 (stereo unspecified),-3.5,0%,-29%,1%,3%,-6%,i,i,0.5%
COc1ccc(C(=O)Nc2cccc(NC(=O)c3cccs3)c2)cc1,-0.2,-19%,-15%,4%,?,-4%,?,i,4.1%
O=C(O)c1cccc(N2C(=O)CSC2c2c(F)cccc2Cl)c1 (stereo unspecified),-0.6,-3%,10%,0%,-15%,3%,i,i,0.2%
Cc1cccc(Nc2nc(N3CCCCC3)nc(N3CCCCC3)n2)c1,1.6,-4%,-10%,1%,?,-31%,i,i,0.1%
CC1CC(C)CN(CCCNC(=O)c2cc3c(=O)[nH]c4ccccc4c3n2C)C1 (stereo unspecified),-0.5,-7%,3%,2%,7%,-33%,i,i,4.1%
C=CCOc1ccccc1CNCCNC(=O)c1nonc1N,-2.1,2%,10%,1%,1%,-21%,i,i,-0.1%
CCCC(=O)OCC(=O)Nc1cc(C(C)(C)C)nn1-c1ccccc1,0.7,2%,8%,-2%,2%,-11%,i,i,-0.1%
CCOC(=O)C1=CN(Cc2cccc(F)c2)S(=O)(=O)NC1c1ccc(F)c(Cl)c1 (stereo unspecified),0.1,-1%,16µM*,0%,?,-48%,i,i,-1.6%
O=[N+]([O-])c1ccc(C=CC=Cc2ccccc2)cc1,-0.5,.,-17%,.,.,-43%,i,i,18%
Cc1ccc(OCC(=O)Nc2c(Cl)ccc3nsnc23)cc1C,.,2%,1%,.,?,-2%,i,.,0.5%
CCn1c2ccccc2c2cc(NC(=O)N3CCCCC3)ccc21,0.1,.,11%,.,.,-25%,i,i,3.8%
Cc1ccc(Nc2nc(C)nc3c2oc2ccccc23)cc1,0.2,-2%,?,-2%,?,-31%,i,i,3.0%
CCCCOc1ccc(S(=O)(=O)n2nc(C)c(S(=O)(=O)N3CCC(C)CC3)c2C)cc1,.,-2%,5%,.,.,3%,i,.,-0.2%
O=C(Nc1nccs1)C1CCN(S(=O)(=O)c2ccc(F)cc2)CC1,0.1,2%,-6%,0%,11%,3%,i,i,0.3%
CC(C)(C)NC(=O)NC(=O)COC(=O)c1cccc(NS(=O)(=O)c2ccc(F)c(F)c2)c1,-0.1,-14%,0%,-1%,?,-7%,i,i,3.6%
O=C(O)c1cccc(Cn2c(Cl)c(/C=N/NC(=O)c3ccco3)sc2=O)c1,-8.9,5%,2%,-6%,11%,3%,i,i,8.5%
COc1ccc(/C=C/C(=O)c2ccc([N+](=O)[O-])o2)cc1,-0.7,-1%,?,-2%,-3%,-58%,?,i,?
Cn1nc(NC(=O)C(F)(F)F)c2ncc(-c3ccccc3)nc21,-1.3,.,-2%,.,.,15%,i,i,15%

# The list goes on (3 carried over from the part before).
SMILES,CCT modulator,A549 viability,TGFb inhibitor,Mm-Cpn inhibitor,Nrf2 block,HepG2 viability,S2 tox,pAkt inh,Nrf2 ARE act
O=C(O)c1cccc(Cn2c(Cl)c(/C=N/NC(=O)c3ccco3)sc2=O)c1,-8.9,5%,2%,-6%,11%,3%,i,i,8.5%
COc1ccc(/C=C/C(=O)c2ccc([N+](=O)[O-])o2)cc1,-0.7,-1%,?,-2%,-3%,-58%,?,i,?
Cn1nc(NC(=O)C(F)(F)F)c2ncc(-c3ccccc3)nc21,-1.3,.,-2%,.,.,15%,i,i,15%
CCCCn1c(NCc2ccc(OC)cc2O)nc2ccccc21,-1.7,2%,5%&-4%,.,-6%,-96%&-18%,?,i,4.5%&10%
COc1ccccc1-n1c(=O)oc2ccc(Cl)cc2c1=O,0.3,?,?,1%,.,-16%,?,i,9.9%
CCOc1ccc(S(=O)(=O)NC(C)C)cc1C(N)=O,-6.2,-1%,-19%,-1%,4%,0%,?,i,2.2%
CCOc1cc(C(=O)Nc2nnc3n2CCS3)cc(OCC)c1OCC,.,0%,23%,.,.,3%,i,.,-1.2%
O=C(Cn1cccc1)N1CCN(C(c2ccccc2)c2ccccc2)CC1,0.7,3%,17%,-1%,16%,-16%,i,i,0.2%
CS(=O)(=O)c1ccc(CNC(=O)C2(C(F)(F)F)C/C(=C/CCO)CCCO2)cc1 (stereo unspecified),-3.1,-3%&7%,-15%&-8%,.,2%&21%,-8%&-12%,i,i,-0.2%
CCN(CC(=O)Nc1cccc(OC)c1)C(=O)c1cccc(S(=O)(=O)N2CCc3ccccc32)c1,-1.6,?,?,2%,-5%,0%,?,i,3.2%
Cc1cccc(NC(=S)N2CCCCC2)c1,1.7,7%,3%,0%,?,13%,i,i,2.9%
CCOc1cccc2cc(-c3nnc(NCc4ccco4)s3)c(=O)oc12,-0.1,13%,-1%,-4%,14%,-29%,?,i,?
COc1ccc(C(=O)N2CCC(C(=O)Nc3ccc4c(c3)OCCO4)CC2)cc1,-1.2,-2%,2%,-3%,22%,-5%,i,i,3.6%
CCCCC(=O)NC(=S)NNC(=O)c1ccc(Cl)cc1Cl,-7.0,0%,?,-1%,?,-2%,i,i,-0.7%
O=C(Nc1cccc(NC(=O)C2CC2)n1)C1CC1,-3.5,-3%,6%,-1%,11%,-3%,?,i,0.9%
CC1=C(c2ccc(C)cc2)S(=O)(=O)N=C1N1CCN(c2ccccc2)CC1,.,0%,-6%,.,?,8%,.,.,-1.4%
CCCC[n+]1ccn(-c2nc3ccccc3nc2[N-]S(=O)(=O)c2ccccc2)c1,-3.2,?,5%,-3%,0%,3%,i,i,-0.6%
CC(=O)c1cc2c(C)c(C(=O)c3ccccc3)oc2cc1O,-7.7,2%,8%,-1%,26%,-6%,i,i,3.2%
CCOC(=O)N1CCN(C(=O)CSc2ccc3nnc(CCNC(=O)c4ccccc4)n3n2)CC1,-0.6,-7%,-5%,3%,-22%,7%,i,i,0.5%
O=C(Nc1cccc(C(F)(F)F)c1)C1Cc2c(-c3ccccc3Oc3ccccc3)ccnc2O1 (stereo unspecified),0.5,.,?,.,.,-7%,i,i,-0.3%
Cc1nc2ccccc2n1CC(O)Cn1c2ccccc2c2ccccc21 (stereo unspecified),1.5,4%,17%,2%[15.4 µM],.,-19%,?,i,0.3%
NC(=O)c1ccsc1NC(=O)c1ccc(S(=O)(=O)N2CCCCC2)cc1,0.3,-9%,?,-11%,0%,-27%,?,i,-0.3%
O=C(Cn1nnc(-c2cccc(C(F)(F)F)c2)n1)NC1CCCC1,-1.3,3%,-5%,1%,-1%,5%,i,i,-0.4%
C/C(CC(=O)Nc1ccc(Cl)cc1Cl)=N\NC(=O)C(=O)NCCO,0.6,2%,3%,0%,-3%,8%,?,i,0.7%
O=C1NC2=C(C(=O)CCC2)C(c2ccc(OC(F)F)cc2)N1 (stereo unspecified),0.4,0%,-2%,-4%,?,-12%,i,i,0.2%
CC1=C(C(=O)N(C)C)CC(CC(=O)NC2CCCC2)C(=O)N1Cc1ccc(F)cc1 (stereo unspecified),0.4,.,6%,.,.,8%,i,i,-0.2%
CC(C)Oc1ccc(C(=O)Nc2cc(S(=O)(=O)N3CCOCC3)ccc2N2CCOCC2)cc1,-0.4,-10%,8%,3%,?,-16%,i,i,-0.1%
CCC1=C(OC(=O)N(CC)CC)N2C(=O)OC(=NCC(=O)OC)[C@]2(Cc2ccccc2)[C@H]2C1=CC[C@H]1C(=O)NC(=O)[C@H]12,2.4,-11%,11%,-1%,-3%,7%,i,i,3.5%
SMILES,CCT modulator,A549 viability,TGFb inhibitor,Mm-Cpn inhibitor,Nrf2 block,HepG2 viability,S2 tox,pAkt inh,Nrf2 ARE act
O=C(CC(SCCO)c1ccc(F)cc1)c1ccco1 (stereo unspecified),0.7,1%,0%,1%,-4%,-11%,i,i,?
COc1cccc(CN2CCc3ccc(NC(=O)CCc4ccc(C)cc4)cc3C2)c1O,-1.3,-1%,?,3%,4%,-28%,i,i,0.8%
Cc1ccc(N2CCN(C(=O)CCS(=O)(=O)c3cc4c(cc3Cl)NC(=O)CO4)CC2)c(C)c1,.,-16%,?,.,26µM*,-30%,?,.,0.3%
Cc1cc(CNC(=O)COc2cc(F)ccc2[N+](=O)[O-])c2ccccc2n1,2.9,-8%,-2%,0%,?,-10%,i,i,15%
Cc1ccc(N(C(=O)Cn2nnc(-c3ccc(F)cc3)n2)C(CC(C)C)C(=O)NCC2CCCO2)cc1 (stereo unspecified),-1.4,-10%,-12%,-5%,-36%,-69%,?,i,0.2%
COc1ccc(CCNC(=S)NCCc2c[nH]c3ccccc23)cc1,-0.8,4%,?,2%,-26%,-42%,i,i,-0.7%
